PKA-R1A activ: activators of PKA-R1A holoenzyme, primary screen, biochemical, fluorescence polarization, Cy5-IP20, bovine R1A, mouse PKAc | activation, % at 11.4 µM | AID 504707, 2011 | PKA-R1A dissociation; scaled: DMSO 0%, 113 µM cGMP 100% | actives 0.083% (n = 340,000) | cAMP-dependent protein kinase type I-alpha regulatory subunit (Bos taurus) + …;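 active = percent activation above the mean of all tested compounds plus 3 SD, cut at about 19% in these data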;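 note: higher means more PKAc released from R1A so a rise in polarization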
PfHsp90 set2: growth inhibition of PfHsp90-expressing yeast, primary screen, antimalarial PfHsp90 inhibitor project, S. cerevisiae, BacTiter-Glo luminescence, single point, set 2 | BacTiter-Glo ATP, 48 h; yeast lacking PDR1 and PDR3 efflux regulators | inhibition, % at 9.4 µM | actives 0.32% (n = 310,000);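 active = every replicate shows inhibition above about 80%, whatever the replicate mean, limit read from the data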;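 note: 0% = DMSO neutral controls and 100% = 20 µM radicicol positive controls; yeast relying on Plasmodium falciparum Hsp90 in place of its own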
E coli growth: E. coli V3065 growth inhibition, primary screen, counter-screen for AddAB inhibitor project, absorbance, OD600 | 18 h | actives 0.27% (n = 330,000) | inhibition, % at 11.9 µM | AID 449728, 2010;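 active = inhibition above the campaign's mean inhibition across all tested compounds plus 3 SD, cut at about 9.9% in these data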;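 note: uninfected addAB+ strain grown without phage in ampicillin broth; 0% = DMSO wells and 100% = ciprofloxacin 0.95 µg/ml wells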
Mot1-301 SUMO: yeast Mot1-301 growth rescue at high temperature, primary screen, SUMOylation pathway inhibitor project, S. cerevisiae, ATP luminescence, 38.5C | AID 2716, 2010 | growth rescue, % at 18.8 µM | actives 1% (n = 320,000) | S. cerevisiae Mot1-301 growth rescue; percent above DMSO median, 100 means doubled;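 active = every valid replicate shows activation above 250% relative to neutral control wells; inactive = the rest, any valid replicate at or below 250%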;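 note: OY570 slx delta 5 strain wells were the positive control but not used for scaling; some compounds called inactive have numbers as strong as hits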
AddAB inh: growth inhibition of E. coli expressing H. pylori AddAB, primary screen, AddAB inhibitor project, absorbance; inhibition, % at 11.9 µM; actives 0.29% (n = 330,000); in the data active = inhibition above about 12%;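 note: 0% = vehicle wells of infected cells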
OPRM1-OPRD1 ag: agonists of OPRM1-OPRD1 heterodimerization, primary screen, cell-based, luminescence | cells | activation, % at 9.3 µM | actives 0.3% (n = 340,000) | AID 504326, 2011; in the data active = activation above about 18%;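 note: 0% = vehicle-treated cells and 100% = reference agonist; values of inactives mirror those of a sister screen read the other way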
DSG3 Ab inh: inhibitors of pemphigus antibody binding to DSG3, primary screen, biochemical, bead-based, flow cytometry, scFv-GFP. DSG3-coupled beads, scFv-anti-DSG3-GFP binding; hits give low values. actives 0.48% (n = 310,000). binding (percent of control), % at 10 µM. Desmoglein-3 (Homo sapiens), P32926;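 active = binding more than 3 SD below its plate's average and above zero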;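 note: hits lower antibody fragment binding to DSG3; some compounds called inactive have numbers as strong as hits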
OPRM1-OPRD1 inv: inverse agonists of MOR-DOR heterodimerization, primary screen, cell-based, luminescence; Mu-type opioid receptor (Homo sapiens) + Delta-type opioid receptor (Homo sapiens), …; cell-based MOR-DOR heterodimer luminescence, inverse agonism; inhibition, % at 9.3 µM; actives 0.21% (n = 340,000); in the data active = inhibition above about 22%, passing the limit was not always enough;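 note: 0% = cells with DMSO and 100% = wells without cells with DMSO; values of inactives mirror those of a sister screen read the other way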
HTR5A ag: HTR5A agonists in luminescence cell assay, primary screen, counter-screen for OPRM1-OPRD1 heterodimer agonist project, full-deck HTS | 5-hydroxytryptamine receptor 5A (Homo sapiens), P47898 | cell-based | activation, % at 9.3 µM | actives 0.61% (n = 340,000); in the data active = activation mostly above about 9.5%, no sharp cut-off; inactive = mostly below about 7.6%;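 note: 0% = cells with vehicle only and 100% = reference agonist; strong numbers were not always called active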
Target sequence (P47898 whole entry, looked up): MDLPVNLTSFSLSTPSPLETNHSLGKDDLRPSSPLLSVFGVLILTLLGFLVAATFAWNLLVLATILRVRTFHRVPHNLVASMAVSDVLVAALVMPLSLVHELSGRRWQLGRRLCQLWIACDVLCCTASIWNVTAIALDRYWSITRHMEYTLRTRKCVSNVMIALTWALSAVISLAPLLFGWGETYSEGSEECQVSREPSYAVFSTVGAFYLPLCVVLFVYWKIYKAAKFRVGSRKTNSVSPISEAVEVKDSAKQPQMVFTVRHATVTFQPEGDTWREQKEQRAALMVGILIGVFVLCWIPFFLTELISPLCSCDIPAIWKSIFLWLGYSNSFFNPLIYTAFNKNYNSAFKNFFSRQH
HTR5A inv ctr: HTR5A inverse agonists in luminescence cell assay, primary screen, counter-screen for OPRM1-OPRD1 heterodimer inverse agonist project, full-deck HTS. 5-hydroxytryptamine receptor 5A (Homo sapiens), P47898. HTR5A cell line, inverse agonism. inhibition, % at 9.3 µM. actives 0.083% (n = 340,000). AID 504634, 2011; in the data active = inhibition mostly above about 23%, no sharp cut-off; inactive = mostly below about 18%;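 note: 0% = cells with DMSO and 100% = no-cell wells with DMSO; some compounds called inactive have numbers as strong as hits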
phage Ecoli inh: growth loss of phage-infected E. coli, primary screen, RecBCD inhibitor project, absorbance, with phage, HTS; inhibition, % at 11.9 µM; actives 0.26% (n = 360,000); in the data active = inhibition above about 11%
* marks the source's active call; other numbers are inactive results; i = inactive; x = no result given.

SMILES	PKA-R1A activ	PfHsp90 set2	E coli growth	Mot1-301 SUMO	AddAB inh	OPRM1-OPRD1 ag	DSG3 Ab inh	OPRM1-OPRD1 inv	HTR5A ag	HTR5A inv ctr	phage Ecoli inh
O=C1C=C(NNC(=O)c2ccccc2Br)CCC1	7	-10	-0.6	13	-0.8	-0.4	96	3	0	0	3.8
COc1ccc(-c2nc(CCNC(=O)c3ccc(Br)o3)cs2)cc1	-8	-36	-1.6	129	1.1	0.4	108	-2	7	-39	3.4
CCn1c(NCc2c[nH]c3ccccc23)nc2ccccc21	-1	-30	0.4	x	0.7	3.8	91	-23	8	-17	2.7
CN(Cc1ccc(C(F)(F)F)cc1)C(=O)c1ccc(Oc2ccccc2)cc1	-2	42	2.8	25	-1.1	2.9	96	-14	2	-7	0.3
COc1ccc(C2=NN(C(=O)CN3CCCC3)C(c3ccc(OC)cc3)C2)cc1 (stereo unspecified)	x	x	1.6	1	2.8	x	104	x	x	x	1.0
CN(Cc1ccco1)S(=O)(=O)c1cc(F)ccc1CN1C(=O)c2cccnc2C1=O	1	3	-0.8	-9	-1.8	-3.1	96	17	1	-18	-1.6
O=C(NC(=S)Nc1ccc(Oc2ccc(Cl)cc2)cc1)c1ccccc1	-13	1	5.5	-10	-0.5	-0.8	107	4	0	-3	3.4
CCOC(=O)CSc1nc2cc(C(=O)N3CCC(C(N)=O)CC3)ccc2c(=O)n1C1CCCCC1	-5	-15	-0.3	9	-1.4	-0.7	104	3	3	17	0.6
O=C(O)/C=C\C(=O)Nc1cc(O)ccc1[N+](=O)[O-]	-15	-6	-3.6	-6	0.5	-2.3	101	13	-1	3	2.0
CCNC(=S)N1CCC(c2nc3ccccc3s2)CC1	-2	-19	-2.5	12	-1.3	-2.2	99	12	2	-5	3.1
O=C(Nc1cccc(S(=O)(=O)N2CCCCCC2)c1)C1CCC1	-2	0	0.3	-15	-0.7	0.0	104	0	6	-19	4.1
Cc1ccc(Oc2ccccc2/C=C/C(=O)O)cc1	-8	-34	-2.0	4	0.2	-1.2	x	7	0	-14	1.8
Cc1ccc(-c2nc(C3CCN(S(=O)(=O)c4ccc(C(C)(C)C)cc4)CC3)no2)cc1	1	-22	-0.5	-4	3.8	-1.8	99	11	7	-20	2.7
N#C/C(=C\c1cccnc1)c1nc2ccccc2[nH]1	x	x	-1.3	-6	1.1	x	106	x	x	x	3.0
CCN(CC)CCn1c(=S)[nH]c2cc(Cl)ccc2c1=O	-15	1	-0.2	8	0.8	-0.7	102	4	-4	12	1.9
CN(C)c1ccc(C(c2ccc(N(C)C)cc2)c2ccc([N+](=O)[O-])cc2)cc1	-2	31	0.8	17	1.0	-0.7	115	4	8	-7	-0.7
O=Cc1c(N2CCC3(CC2)OCCO3)nc2ccccn2c1=O	-8	-2	-0.1	4	1.8	-2.4	108	12	8	2	2.9
COc1cc(/C=N/NC(=O)c2ccccc2)ccc1O	-7	5	0.0	-3	1.4	-0.1	106	0	4	5	2.2
CC(=O)N=c1c(C#N)cc2c(=O)n3cccc(C)c3nc2n1CCCOC(C)C	x	x	-0.5	-26	3.7	x	97	x	x	x	0.7
CC(=O)c1cccc(NC(=O)c2ccc(OC3CSC3)cc2)c1	-3	5	0.1	7	2.2	1.4	96	-7	4	-1	3.5
COc1ccc(CNC(=O)C2CCCN(S(=O)(=O)c3ccc4c(c3)CCCN4C(C)=O)C2)cc1 (stereo unspecified)	-7	10	-3.1	-12	-1.5	0.0	104	0	2	1	1.9
OC(COCCC12CC3CC(CC(C3)C1)C2)CN1CCCC1 (stereo unspecified)	2	2	2.7	24	2.0	0.0	96	0	9	-39	5.8
O=C(Nc1nc(-c2cc(Cl)sc2Cl)cs1)c1ccc(Br)s1	-3	-7	-1.5	-5	2.1	0.0	100	0	8	2	0.3
COc1ccccc1N=NC1C(=O)N(C(N)=S)N=C1C (stereo unspecified)	9	15	0.7	-15	-0.3	-1.2	102	6	-1	-35	0.5
O=c1[nH]c(-[n+]2ccccc2)c(/C=N/NC([S-])=Nc2ccccc2)s1	-13	-11	1.3	-1	5.9	-2.3	x	11	-1	-13	2.6
CCOc1ccc(N=C(C)C2=C(O)c3ccccc3C2=O)cc1	-2	17	2.6	-4	2.0	-1.4	104	7	-6	4	2.2
Cc1ccc(NC(=O)COc2ccc(-n3ccnc3)cc2)cc1Cl	-5	13	1.6	29	0.9	-1.8	109	9	-4	10	2.8
CC(=O)c1ccc(N(C(=O)CNC(=O)c2ccco2)C(C(=O)NC2CCCC2)c2ccncc2)cc1 (stereo unspecified)	11	10	2.0	-1	4.2	-2.4	100	15	1	5	-1.2
COc1ccc(CC2NCCC3(O)CCCCC23)cc1 (stereo unspecified)	-8	-22	1.4	-10	1.8	-0.3	103	2	-1	-29	0.8
O=S(c1ccccc1)C(c1ccccc1)c1ccccc1 (stereo unspecified)	-5	x	x	x	x	-2.7	92	14	-3	11	2.6
O=C(CCc1nc2sc3c(c2c(=O)[nH]1)CCCC3)NCCc1ccccc1	-7	x	0.8	i	0.9	-2.0	100	10	-4	11	2.9
Cc1ccc(C(=O)c2oc3ccccc3c2NC(=O)c2cc(-c3cc(C)ccc3O)n[nH]2)cc1	-11	3	2.9	91	2.6	-1.3	81	7	2	26	5.8
CCOc1ccc(Br)cc1S(=O)(=O)Nc1ccccc1N1CCOCC1	-1	27	0.2	-14	-0.2	1.2	102	-7	1	-15	2.1
COc1cccc(NC(=O)c2cncs2)c1	-1	0	-0.5	153	2.6	-0.1	96	1	-2	7	5.6
CC[C@@H]1C=C(C(=O)O)[C@H](c2ccc(Cl)cc2)N1S(=O)(=O)c1ccc(C)cc1	7	-40	4.5	x	5.5	-2.0	95	9	0	1	0.3
CCn1c(=O)n(CC(=O)NCC2CCCO2)c(=O)c2c3c(sc21)COC(C)(C)C3 (stereo unspecified)	0	-47	-0.7	-18	3.1	-3.4	102	18	-1	-1	1.0
COC(=O)c1c(NC(=O)C2CC=CCC2C(=O)O)sc(C(N)=O)c1C (stereo unspecified)	0	11	2.0	-6	2.9	-1.1	103	6	3	-8	1.1
Cc1nn(C(C)CC(=O)O)c(C)c1C (stereo unspecified)	-2	x	-0.9	1	1.1	0.1	94	-1	1	-3	1.8
O=C(Nc1cccc(Cl)c1)c1nc[nH]c1C(=O)NCCCNC(=O)c1[nH]cnc1C(=O)Nc1cccc(Cl)c1	1	-15	-1.3	8	3.2	-2.2	x	13	3	9	0.3
CCOC(=O)c1c(C)[nH]c(C)c1C(=O)COC(=O)CCOc1ccccc1OC	10	-14	-3.2	127	-1.2	-0.4	102	2	-4	-23	1.4
Cn1c(NC(=O)CCc2ccccc2)cc(=O)n(C)c1=O	-8	-2	-1.5	-5	1.2	-3.4	98	17	-2	5	1.1
COCCS(=O)(=O)N(Cc1ccccc1)[C@H](C(=O)OC)C(C)C	-11	12	2.5	x	1.7	-2.3	96	12	2	-6	2.9
COc1cc(/C=N/NC(=O)c2cc(-c3ccccc3OC(C)C)nc3ccccc23)ccc1O	-24	0	-2.9	180	4.5	-0.3	x	2	-2	-6	3.6
CC(=O)Nc1ccc(NC(=O)C2c3ccccc3Oc3ccccc32)cc1	-8	16	0.3	-13	0.4	0.7	102	-3	-1	3	0.8
CCn1nc(C)c(NC(=O)/C=C/c2cnn(C)c2C)c1C	-10	21	-0.3	-20	3.6	-1.5	103	8	5	-5	1.0
CC(C)CCNc1nc2c(c(=O)[nH]c(=O)n2C)n1CC(O)COC(C)C (stereo unspecified)	-8	-15	-0.3	-3	3.0	-3.5	x	15	4	2	2.4
Cc1ccc(NC(=O)CN2C(=O)NC(C)(C)C2=O)cc1S(=O)(=O)N1CCCCCC1	1	-3	x	x	x	-1.1	x	7	0	-16	4.8
CCOc1ncccc1C(=O)OCC(=O)Nc1c(C)cccc1C	8	11	-1.1	-6	1.2	-1.3	114	8	0	6	1.8
COc1ccc(CCNC(=O)C(=O)NCC2OCCN2S(=O)(=O)c2ccc(F)cc2)cc1OC (stereo unspecified)	10	-8	0.5	20	-2.1	-0.2	108	1	-2	-32	4.2
C=CCNc1nnc(Cl)c2ccccc12	1	21	3.2	89	2.1	-0.5	106	3	1	-20	x
Carrying on.
SMILES	PKA-R1A activ	PfHsp90 set2	E coli growth	Mot1-301 SUMO	AddAB inh	OPRM1-OPRD1 ag	DSG3 Ab inh	OPRM1-OPRD1 inv	HTR5A ag	HTR5A inv ctr	phage Ecoli inh
CCS(=O)(=O)N1Cc2ccccc2CC1C(=O)Nc1nccs1 (stereo unspecified)	3	5	0.2	10	1.1	-0.5	120	3	0	9	2.4
Cc1[nH]c2ccccc2c1/C=N/Nc1nc(Nc2ccc(F)cc2)nc(N2CCOCC2)n1	-5	-7	-2.0	24	2.4	0.6	106	-2	-1	5	1.4
COC(=O)c1sc2ccccc2c1C(=O)OC	-8	29	x	x	x	-1.6	105	8	0	-1	2.0
COc1cc2ncnc(Nc3ccc4c(c3)OCO4)c2cc1OC	-5	-8	-1.9	-11	2.2	0.0	97	0	-2	9	-1.4
CCCN(CC(=O)Nc1ccccc1C)C(=O)COc1ccc2c(c1)CCC2	-12	3	-0.1	-16	-0.9	-2.6	110	11	3	-7	-0.1
Cc1cc(C)n2c(SCC(=O)NCc3ccco3)nnc2n1	0	14	1.8	-1	1.6	-1.9	100	11	3	9	2.9
CC(NC(=O)COc1ccccc1)C(c1ccccc1)N1CCN(C)CC1 (stereo unspecified)	-3	-15	-1.7	-8	2.4	-0.3	106	2	2	-5	-0.8
COc1ccc(Cl)cc1C(=O)OCC(=O)N(CC(C)C)c1c(N)n(Cc2ccccc2)c(=O)[nH]c1=O	8	4	-2.9	11	-1.0	-0.3	126	2	-7	18	3.0
CC(C)(C)NC(=S)NCc1ccc2c(c1)OCO2	-6	7	-0.2	7	1.4	-1.6	101	8	2	18	1.7
CCNC(=O)NC1(C(=O)N2CCC(Cc3ccccc3)CC2)CCCCC1	-4	-20	x	-12	x	-1.9	99	9	4	-16	-0.8
Cc1ccc(-n2c(SCc3nc4ccccc4[nH]3)nnc2-c2ccncc2)cc1	-11	-2	1.5	-7	5.9	-2.0	104	14	2	-14	2.8
Cc1cccc(CNc2ncc(-c3cccc([N+](=O)[O-])c3)n2C)c1	-7	-65	-1.3	x	-0.5	-0.4	107	2	-4	12	3.3

Screening data from PubChem.
